# RAD54 inh – blocks human RAD54 Holliday junction branch migration. AID 602329. Q92698. hit rate 0.14% among 360,000. FAM/BHQ fluorescence. inhibition, % at 10.4 µM;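 active means mean normalized replicate activity at least 40 and at least half of replicates scoring 40 or more; inconclusive means only one of the two criteria met; inactive means mean below 40 and under half of replicates reaching 40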;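 further: 0% = median of neutral control wells and 100% = median of positive control wells; inhibitors cause a drop in the FAM fluorescence signal; in these data hits start at about 50%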
# E-selectin induc – induces E-selectin expression in human endothelial cells; P16581; HUVEC E-selectin immunofluorescence imaging; normalized: neutral wells 0, TNF-alpha wells 100; activation, % at 7.58 µM; hit rate 0.37% among 260,000;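 active means mean E-selectin-positive cell signal at least 10% of the positive control, reached in at least 60% of replicates, without over 20% cell loss; inconclusive means no rule given, readout overlaps actives, possibly toxicity-flagged; inactive means the rest, including those meeting only one limit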;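 further: in these data hits start at about 27%; measured in HUVEC primary endothelial cells; signal is the percent of cells scored E-selectin positive by PE staining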
# Target sequence (P16581 whole entry, looked up): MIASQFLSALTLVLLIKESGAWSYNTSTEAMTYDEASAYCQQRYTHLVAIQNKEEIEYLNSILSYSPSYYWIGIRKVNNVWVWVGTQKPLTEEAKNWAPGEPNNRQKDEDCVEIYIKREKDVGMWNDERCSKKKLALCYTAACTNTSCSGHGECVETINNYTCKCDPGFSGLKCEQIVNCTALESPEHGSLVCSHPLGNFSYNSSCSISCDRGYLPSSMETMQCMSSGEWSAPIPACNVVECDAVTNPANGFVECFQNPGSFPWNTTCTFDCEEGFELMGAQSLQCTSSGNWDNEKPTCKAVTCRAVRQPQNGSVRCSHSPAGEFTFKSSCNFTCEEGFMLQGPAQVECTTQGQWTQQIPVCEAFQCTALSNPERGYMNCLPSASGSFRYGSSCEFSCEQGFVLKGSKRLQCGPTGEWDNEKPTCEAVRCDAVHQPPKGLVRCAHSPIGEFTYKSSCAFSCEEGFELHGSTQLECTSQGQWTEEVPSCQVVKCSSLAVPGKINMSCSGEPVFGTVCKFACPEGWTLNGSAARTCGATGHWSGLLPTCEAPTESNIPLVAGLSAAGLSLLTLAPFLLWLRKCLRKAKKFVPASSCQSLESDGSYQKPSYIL
#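 Test system: HUVEC; input: 3,000 HUVEC/well; measured by: immunofluorescence imaging; read-out: % PE-positive cells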
# XiGFP reactiv – X-chromosome reactivation activator. AID 743238. activation, % at 7.58 µM. hit rate 0.055% among 360,000. XiGFP mouse fibroblasts, % GFP-positive cells imaging, 3 d; cells co-treated with 5-aza-dC sensitizer; scaled so ellipticine positive control = 100%;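 active means mean normalized replicate activation at least 10% and every replicate at or above 10%; inconclusive means only one of the two criteria met; inactive means mean below 10% and not all replicates reach 10%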;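 further: 0% = median of on-plate neutral control wells and 100% = ellipticine 6 µM median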
#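 Assay system: SV40-immortalized XiGFP fibroblast cells, line 68-5-11; buffer or medium: DMEM plus 5-aza-dC sensitizer; compound: one concentration, pinned; timing: compounds 3 days, fix/stain 15 min at room temperature; benchmarks: positive control ellipticine, 6 µM final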
# Casp6 inh – inhibitors of human caspase-6; purified caspase-6, Z-VEID-R110 cleavage fluorescence; hit rate 0.53% among 350,000; P55212; inhibition, % at 12.5 µM; AID 686996;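 active means mean inhibition across replicates at least about 35%, with every replicate also reaching that limit, limit read from the data; inconclusive means only one of the two criteria met; inactive means neither criterion met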;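 further: 0% = median of neutral control wells and 100% = no fluorescence left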
# Target sequence (P55212 24-179 limits assumed): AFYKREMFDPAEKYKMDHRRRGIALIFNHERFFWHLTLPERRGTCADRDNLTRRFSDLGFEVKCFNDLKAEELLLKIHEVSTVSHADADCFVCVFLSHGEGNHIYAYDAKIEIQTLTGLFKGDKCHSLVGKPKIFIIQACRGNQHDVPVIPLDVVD
# Target sequence (P55212 194-293 limits assumed): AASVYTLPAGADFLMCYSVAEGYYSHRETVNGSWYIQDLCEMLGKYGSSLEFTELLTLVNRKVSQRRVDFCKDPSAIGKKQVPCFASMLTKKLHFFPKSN
# INS-1E GSIS act – primary screen for activators of insulin secretion dependent on glucose, INS-1E cells, GLuc reporter luminescence; INS-1E GLuc reporter insulin secretion, 2-3 h; hit rate 0.61% among 370,000; activation, % at 16.6 µM; AID 743287;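 active means lowest replicate activation of at least 40%, so every replicate reaches that level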;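 further: 0% = median of neutral control wells and 100% = median of IBMX positive control wells; some compounds called inactive have numbers as strong as hits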
# RAD52 inh – blocks human RAD52 DNA annealing; hit rate 0.46% among 360,000; recombinant RAD52 DNA annealing, FRET fluorescence; P43351; inhibition, % at 18.7 µM;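 active means every replicate showing at least 50% inhibition; inconclusive means mean inhibition at least 50% but not in every replicate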
# F508del corr – CFTR F508del correction in bronchial cells; CFBE cells, YFP halide quenching; stimulated with forskolin plus potentiator P3; % fluorescence drop versus neutral controls; AID 720511; activity (quench increase), % at 7.58 µM; hit rate 0.36% among 350,000;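 active means mean added fluorescence quench of at least 8% versus neutral control, with both replicates also reaching 8%; inconclusive means only one of the mean or replicate conditions met; inactive means mean below 8% and not both replicates reaching 8%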;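 further: cells transiently co-express mutant CFTR-F508del with the halide-sensitive YFP; corrector assay measuring rescue of mutant channel to the surface after 24 h compound exposure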
# DENV2 CPE rescue – inhibitors of DENV2 cytopathic effect; AID 651640; CPE inhibition, % at 9.99 µM; DENV2-infected cells, cytopathic effect rescue, plate reader; hit rate 1.7% among 350,000; in the data active means CPE inhibition above about 20%, passing the limit was not always enough; inconclusive means no clear call, values can overlap the other calls; tested in BHK-21 cells;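 further: 0% = median of neutral control wells and 100% = median of positive control wells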
# Starred values were filed as active, the others as inactive; ? = inconclusive; nt = not tested or not shown; & = joins results of further samples.
No.	Structure	RAD54 inh	E-selectin induc	XiGFP reactiv	Casp6 inh	INS-1E GSIS act	RAD52 inh	F508del corr	DENV2 CPE rescue
1	O=C(NCc1ccccc1)C1=C[C@@H](c2ccc(Br)cc2)C[C@@H](OCCCCO)O1	5.4	0.0	0.4	0.2&-0.3	-15.0	-96.8&6.0	1.9&0.5	0.8&-11.1
2	O=C(Cn1c(=O)c2cccn2c2ccccc21)Nc1ccc(F)cc1F	6.3	nt	0.0	4.4	27.1	-44.9	-0.6	3.4
3	Cc1nn(-c2ccccc2)c2[nH]c(=O)cc(C(F)(F)F)c12	7.7	nt	nt	-3.7	-21.0	-0.8	-1.8	-4.8
4	Cc1ccc(OC(=O)C2c3ccccc3Oc3ccccc32)cc1C	nt	nt	0.1	-4.1	-8.8	-6.1	-5.2	-3.5
5	C[C@@H]1CN([C@@H](C)CO)C(=O)c2cccc(N(C)C)c2O[C@@H]1CN(C)Cc1ccccc1	-1.0	-0.1	0.1	-0.5	1.9	-10.0	1.6	-0.9
6	O=C(CSC1=Nc2ccccc2C2CC=NN12)Nc1ccc(F)cc1Cl (stereo not drawn)	nt	nt	0.1	0.2	4.4	-18.4	0.5	-6.1
7	O=C(NCC(=O)N1CCCCC1)c1ccc(Br)o1	-7.1	nt	0.2	-9.7	2.0	-11.7	-1.5	?
8	Fc1cc(F)cc(NC(=S)Nc2ccccc2N2CCOCC2)c1	nt	1.1	0.1	1.2	-14.5	-5.9	-4.7	nt
9	CO[C@@H]1CN(C)C(=O)c2cc(NC(=O)c3ccccc3)ccc2OC[C@@H](C)N(C)C[C@@H]1C	-5.1	-0.2	-0.2	-3.3	6.0	-15.5	-0.3	0.5
10	CC1(C)[C@H]2CC=C(CN3CCC(N4CCC(C(=O)N5CCCC5)CC4)CC3)[C@@H]1C2	-15.9	0.1	-0.1	-19.7	35.5	-8.2	-1.2	-0.5
11	O=C(/C=C(\Nc1cccc(F)c1)c1ccccc1)c1ccccc1	nt	-0.1	0.5	-2.2	nt	3.1	-0.3	0.9
12	O=C(CN1CCOCC1)NCC[C@H]1CC[C@H](NC(=O)Nc2ccc(Cl)cc2)[C@@H](CO)O1	8.4	-0.6	0.3	-0.5	5.3	-2.3	2.7	0.3

# (cont.)
No.	Structure	RAD54 inh	E-selectin induc	XiGFP reactiv	Casp6 inh	INS-1E GSIS act	RAD52 inh	F508del corr	DENV2 CPE rescue
13	CCOC(=O)c1sc2ncc([N+](=O)[O-])cc2c1N	nt	nt	0.3	0.0	8.3	-6.8	0.5	-5.2
14	CCOCCCNC(=O)CN1C(=O)c2ccccc2Sc2ncccc21	-7.5	0.6	0.3	0.0	3.2	-6.9	nt	4.1
15	C[C@H]1CN([C@@H](C)CO)S(=O)(=O)c2ccc(C#Cc3ccncc3)cc2O[C@H]1CN(C)C(=O)C1CCCCC1	-8.8	0.5	-0.6	-0.5	-14.9	13.9	-0.4	-1.1
16	COc1cccc(S(=O)(=O)N[C@H]2CC[C@H](CCn3cc(-c4ccccc4)nn3)O[C@@H]2CO)c1	-5.6	-0.2	0.0	-0.1	-12.4	-5.7	0.0	1.4
17	COc1ccc2c3c(n(C)c2c1)[C@@H](CO)N(C(=O)C1CCCCC1)CC31CCN(C(=O)c2ccncc2)CC1	nt	-0.1	0.2	nt	-5.4	10.5	2.9	42.3*
18	CN(C)CCCN(C(=O)c1ccc(S(=O)(=O)N2CCOCC2)cc1)c1nc2cc3c(cc2s1)OCO3	12.2	-0.1	-0.1	-34.3	4.2	-1.4	-0.4	-6.5
19	Cc1ccc(C)c(NC(=O)c2cc([N+](=O)[O-])cc([N+](=O)[O-])c2)c1	-15.8	nt	0.0	-0.7	18.9	1.5	0.9	-1.7
20	C[C@H](CO)N1C[C@H](C)[C@H](CN(C)S(=O)(=O)c2cn(C)cn2)Oc2ccc(NC(=O)NC3CCCCC3)cc2C1=O	17.8	nt	0.0	0.9	19.9	-11.7	-0.1	14.3
21	Cc1noc(C)c1S(=O)(=O)Nc1ccc2c(c1)C(=O)N([C@H](C)CO)C[C@H](C)[C@H](CN(C)C(=O)c1ccncc1)OCCCC[C@H](C)O2	1.7	-0.2	-0.7	0.7	12.6	-10.3	-0.5	-2.6
22	C/C(=N/OC(=O)c1ccc(Cl)cc1Cl)c1oc(C)nc1C	nt	nt	-0.1	0.3	-5.1	-5.8	0.5	4.7
23	COc1ccc(OC)c(S(=O)(=O)N2CCc3ccccc3C2)c1	-2.5	0.7	0.0	2.9	9.4	-5.8	0.8	-0.2
24	COc1ccc(NC(=O)N2CCN(S(=O)(=O)c3ccc(F)cc3)CC2)c(OC)c1	7.8	0.1	0.3	1.9	-3.4	-5.6	-0.5	14.5

# Additional records
No.	Structure	RAD54 inh	E-selectin induc	XiGFP reactiv	Casp6 inh	INS-1E GSIS act	RAD52 inh	F508del corr	DENV2 CPE rescue
25	CN(Cc1cn(Cc2ccc(Cl)cc2)nn1)C1CN(Cc2cn(Cc3ccc(Cl)cc3)nn2)S(=O)(=O)C1 (stereo not drawn)	nt	2.3	0.5	0.9	-43.0	-30.3	1.9	9.0
26	CC(=O)N1[C@H](CO)[C@H](c2ccc(-c3ccccc3F)cc2)[C@@H]1CNC(C)C	nt	-0.2	-0.1	1.3	2.5	5.4	0.2	1.3
27	CCCCn1c(NCc2ccccc2O)nc2ccccc21	11.2	0.8	0.1	-1.9	nt	-0.6	1.5	1.8
28	CO[C@H](CN(C)S(=O)(=O)c1cn(C)cn1)[C@H](C)CN(C(=O)Nc1ccc(C(F)(F)F)cc1)[C@@H](C)CO	1.6	0.1	0.0	-1.6	-26.0	-7.9	-2.1	5.3
29	CC(C)c1ccc(S(=O)(=O)N2CCN(C(=O)c3ccco3)CC2)cc1	-3.3	0.0	0.0	-1.9	nt	-4.8	0.0	9.5
30	O=C(CSc1nncc2ccccc12)Nc1ccc(F)cc1	4.8	nt	0.3	-0.3	4.4	-16.9	-2.1	3.8
31	CCOC(=O)c1oc2ccccc2c1NC(=O)CN1CCOCC1	nt	nt	0.0	-2.6	16.6	-9.2	-2.4	-0.1
32	COC(=O)CCC(=O)OC1(C)C(=O)C=C2C=C(C3CC3)N(C(CO)CO)C=C2C1=O (stereo not drawn)	-24.3	-0.2	0.1	17.2	6.5	-7.0	1.3	1.1
33	COc1ccccc1-c1sc2cc3c(cc2c1-c1ccc(OCCN2CCCCC2)cc1)OCO3	3.6	-0.2	0.0	nt	-1.9	-5.0	1.6	12.9
34	CC(C)(C)NC(=O)CSc1nc2ccccc2c(=O)[nH]1	-11.0	0.8	0.1	2.2	0.1	-2.7	-1.1	-2.6
35	CCOC(=O)c1sc(NC(=O)c2ccoc2C)c(C(N)=O)c1C	-1.8	-0.1	-0.1	8.4	12.0	-15.4	0.5	-5.0
36	COc1cc(/C(C)=N/N2CCN(c3ccccc3OC)CC2)ccc1O	-8.1	0.2	0.2	2.3	-1.1	-12.2	1.4	-3.8

# Carrying on:
No.	Structure	RAD54 inh	E-selectin induc	XiGFP reactiv	Casp6 inh	INS-1E GSIS act	RAD52 inh	F508del corr	DENV2 CPE rescue
37	CO[C@H]1CN(C)C(=O)c2cc(NC(=O)C3CCCC3)ccc2OC[C@H](C)NC[C@@H]1C	6.1	0.3	0.1	0.7	13.1	4.2	1.1	9.2
38	C[C@H](CO)N1C[C@H](C)[C@H](CN(C)C(=O)c2ccc(F)cc2)Oc2ncc(/C=C/c3ccccc3)cc2C1=O	-5.8	-0.3	-0.4	2.7	-15.0	5.9	0.8	10.6
39	COc1ccc(-c2ccc([C@@H]3[C@H](CO)N4C(=O)CN(C(=O)c5cccnc5)C[C@@H]34)cc2)cc1	nt	0.5	0.3	-2.4	-7.0	-26.3	2.7	16.0
40	COc1ccc2c3c(n(C)c2c1)[C@@H](CO)N(C(=O)c1cccnc1)CC31CN(S(C)(=O)=O)C1	nt	0.2	0.3	1.4	9.9	18.3	-1.6	13.8
41	O=C(N[C@@H](Cc1c[nH]c2ccccc12)C(=O)O)c1ccc(Cl)cc1	nt	-0.2	0.0	-0.6	3.8	-14.2	-1.2	-5.9
42	COc1ccc2c(c1)[nH]c1c(=O)n(CCCN3CCOCC3)cnc12	16.2	nt	nt	0.9	11.3	3.6	nt	nt
43	O=C(c1ccccc1)c1ccc(COC(=O)c2cnccn2)cc1	nt	-0.4	0.0	-3.3	-8.8	-7.9	-1.0	7.1
44	COc1cccc(S(=O)(=O)N[C@@H]2CC[C@@H](CC(=O)NCc3ccccc3)O[C@H]2CO)c1	-2.5	0.6	-0.2	1.8	11.6	-0.9	0.9	-6.6
45	Cc1ccc(C(=O)NNC(=O)c2ccccc2-n2cccc2)cc1	nt	nt	0.0	0.5	-1.8	-9.5	-4.0	14.1
46	N#C[C@H]1[C@@H](c2ccccc2-c2ccc(F)cc2)[C@@H](CO)N1C(=O)NC1CCCCC1	nt	0.0	0.1	1.4	-9.9	-1.1	-0.4	-10.9
47	O=C(NCCCNC(=O)c1ccccc1)c1ccccc1	-0.8	nt	0.0	0.5	nt	-7.2	0.6	7.0
48	CCN1[C@@H]2c3ccc(C4=CCCC4)c(=O)n3C[C@@H]2[C@@H](CO)[C@@H]1C(=O)N(C)C	-10.5	-0.4	0.4	1.0	1.9	-26.7	nt	14.6

# Single records, from the list above:
# O=C(c1ccccc1)c1ccc(COC(=O)c2cnccn2)cc1 in the list: RAD54 inh: nt; E-selectin induc: -0.4; XiGFP reactiv: 0.0; Casp6 inh: -3.3; INS-1E GSIS act: -8.8; RAD52 inh: -7.9; F508del corr: -1.0; DENV2 CPE rescue: 7.1
# C[C@H](CO)N1C[C@H](C)[C@H](CN(C)C(=O)c2ccc(F)cc2)Oc2ncc(/C=C/c3ccccc3)cc2C1=O in the list: RAD54 inh: -5.8; E-selectin induc: -0.3; XiGFP reactiv: -0.4; Casp6 inh: 2.7; INS-1E GSIS act: -15.0; RAD52 inh: 5.9; F508del corr: 0.8; DENV2 CPE rescue: 10.6

# Following part:
No.	Structure	RAD54 inh	E-selectin induc	XiGFP reactiv	Casp6 inh	INS-1E GSIS act	RAD52 inh	F508del corr	DENV2 CPE rescue
49	O=C(CSc1nnc2ccc(-c3ccc(F)cc3)nn12)N1CCOCC1	-6.3	4.0	0.3	0.4	1.9	3.6	2.5	2.7
50	CCCNC(=O)CCn1nc(-c2ccc(C)cc2)c2ccccc2c1=O	4.5	-0.1	0.3	1.5	17.4	-11.8	2.1	3.7
51	COc1ccc(C)cc1NC(=O)CN1C(=O)CSc2ccc(S(=O)(=O)N3CCCC3)cc21	13.8	nt	0.0	0.9	-14.4	4.0	1.5	6.8
52	CCCCOc1ccc(S(=O)(=O)NC(=O)C2(C)CCN2C(=O)Cc2cccs2)cc1 (stereo not drawn)	-9.7	0.1	0.1	-4.3	nt	4.2	2.7	-13.2
53	C/C=C\C(=O)Nc1cccc(C2=NOC3(C2)C[C@@H](C(N)=O)N(C(=O)COc2ccc(Cl)cc2)C3)c1 (stereo partly drawn)	4.3	-0.2	0.0	0.8	2.8	-22.9	-1.5	14.7

# Source: PubChem BioAssay
